NSD2 inh: NSD2 histone methyltransferase inhibitors, primary screen, biochemical, AlphaScreen, single concentration, set 2; NSD2 peptide methylation, 120 min; inhibition, % at 12.5 µM; actives 0.54% (n = 310,000); AID 743445, 2014; in the data active = inhibition above about 50%
Target sequence (O96028 whole entry, looked up): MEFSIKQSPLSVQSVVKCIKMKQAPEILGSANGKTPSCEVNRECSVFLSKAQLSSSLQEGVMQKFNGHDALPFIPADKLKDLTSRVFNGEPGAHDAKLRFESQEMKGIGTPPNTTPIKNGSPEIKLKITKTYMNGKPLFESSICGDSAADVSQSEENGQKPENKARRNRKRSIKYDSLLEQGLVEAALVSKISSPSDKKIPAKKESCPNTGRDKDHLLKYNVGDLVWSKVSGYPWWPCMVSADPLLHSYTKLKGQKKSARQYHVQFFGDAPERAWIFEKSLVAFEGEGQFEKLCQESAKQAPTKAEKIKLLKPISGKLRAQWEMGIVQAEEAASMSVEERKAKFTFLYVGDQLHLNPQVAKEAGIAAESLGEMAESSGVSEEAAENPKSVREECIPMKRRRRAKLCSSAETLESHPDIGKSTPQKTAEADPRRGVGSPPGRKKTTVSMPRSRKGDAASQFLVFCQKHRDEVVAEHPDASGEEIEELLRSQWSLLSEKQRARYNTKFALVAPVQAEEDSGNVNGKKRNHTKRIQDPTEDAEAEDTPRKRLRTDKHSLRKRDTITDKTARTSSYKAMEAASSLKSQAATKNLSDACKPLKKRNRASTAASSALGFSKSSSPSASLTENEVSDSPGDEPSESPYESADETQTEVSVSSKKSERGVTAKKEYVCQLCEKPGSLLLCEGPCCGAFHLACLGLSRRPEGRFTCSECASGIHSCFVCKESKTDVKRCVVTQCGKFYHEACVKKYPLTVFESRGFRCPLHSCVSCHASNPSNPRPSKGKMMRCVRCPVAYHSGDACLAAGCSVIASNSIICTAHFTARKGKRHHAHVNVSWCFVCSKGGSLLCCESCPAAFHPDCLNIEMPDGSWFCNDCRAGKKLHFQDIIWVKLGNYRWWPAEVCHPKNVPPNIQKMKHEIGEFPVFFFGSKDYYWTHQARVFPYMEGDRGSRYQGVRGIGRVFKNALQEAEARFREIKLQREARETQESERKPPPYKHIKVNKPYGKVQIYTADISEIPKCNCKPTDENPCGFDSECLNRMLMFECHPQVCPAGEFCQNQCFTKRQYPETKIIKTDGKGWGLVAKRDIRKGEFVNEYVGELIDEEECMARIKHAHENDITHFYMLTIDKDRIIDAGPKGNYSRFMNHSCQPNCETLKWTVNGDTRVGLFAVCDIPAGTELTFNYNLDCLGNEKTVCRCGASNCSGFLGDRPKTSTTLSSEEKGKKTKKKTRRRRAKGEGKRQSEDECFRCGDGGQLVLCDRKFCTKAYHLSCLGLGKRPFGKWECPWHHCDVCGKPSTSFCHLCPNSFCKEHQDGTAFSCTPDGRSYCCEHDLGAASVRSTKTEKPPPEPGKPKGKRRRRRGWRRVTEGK
PvdQ acylase: P. aeruginosa PvdQ acylase inhibitors, primary screen, biochemical, fluorescence, plate reader and imaging, single point. PvdQ acylase [Pseudomonas aeruginosa LESB58]. purified PvdQ acylase. inhibition, % at 10 µM. actives 0.063% (n = 340,000); in the data active = inhibition above about 30%, passing the limit was not always enough;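 note: 0% = vehicle neutral wells and 100% = reference inhibitor wells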
CAL PDZ FP-1: CAL PDZ peptide-binding inhibitors, primary screen, biochemical, fluorescence polarization, Cer-tagged CAL PDZ, HTS; AID 504414, 2011; purified CAL PDZ, TMR-peptide fluorescence polarization, 1 h; Golgi-associated PDZ and coiled-coil motif-containing protein (Homo sapiens), Q9HD26; inhibition, % at 20 µM; actives 0.02% (n = 330,000);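 active = highest replicate inhibition of at least 40%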;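 note: plate controls were DMSO neutral control wells for no effect and unlabeled competitor peptide control wells for full effect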
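System: tagged CAL PDZ domain. Schedule: 1 h room-temperature incubation prior to read. Signal: fluorescence polarization (mP). Measure: percent inhibition from loss of millipolarization.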
SR-BI DiI inh: inhibitors of SR-BI mediated HDL lipid uptake, primary screen, ldlA[mSR-BI] cells, fluorescence, single point; ldlA[mSR-BI] CHO cells, DiI-HDL uptake fluorescence, 3 h; inhibition, % at 12.5 µM; Scavenger receptor class B member 1 (Mus musculus), Q61009; actives 0.96% (n = 320,000);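 active = mean replicate inhibition of at least 70% and a set share of replicates each scoring 70 or more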;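 note: 0% = median of neutral control wells and 100% = median of positive control wells; values of inactives mirror those of a sister screen read the other way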
CAL PDZ FP-2: untagged CAL PDZ binding inhibitors, primary screen, biochemical, fluorescence polarization, HTS. Golgi-associated PDZ and coiled-coil motif-containing protein (Homo sapiens), Q9HD26. AID 602252, 2012. purified CAL PDZ, TMR-peptide fluorescence polarization, 1 h. inhibition, % at 24.9 µM. actives 0.92% (n = 300,000);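 active = mean inhibition of at least 30% with at least half of replicates also reaching 30%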;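 note: 0% = DMSO neutral control and 100% = excess unlabeled competitor peptide PRC23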
Rtt109 Vps75: inhibitors of C. albicans Rtt109/Vps75 HAT, primary screen, biochemical, ThioGlo CoA-SH fluorescence, plate reader; Histone acetyltransferase RTT109 (Candida albicans (strain SC5314 / ATCC MYA-2876)), …; purified Rtt109/Vps75, 4 h; inhibition, % at 34.9 µM; actives 0.16% (n = 330,000);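 active = inhibition of at least 50% in every replicate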
dFosB act: activators of delta FosB homodimer, primary screen, biochemical, fluorescence polarization, TAMRA-CDK5 oligo, single point | actives 0.99% (n = 340,000) | purified delta FosB; percent of positive-control signal above neutral wells | activation, % at 25 µM;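 active = mean activation above about 17%, with every replicate also reaching it, limit read from the data, passing the limit was not always enough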;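 note: fluorescence polarization rise as delta FosB binds a TAMRA Cdk5 AP-1 oligo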
MITF TRPM1 HTS: activators of MITF-driven TRPM1 promoter reporter, primary screen, cell-based, SK-MEL-5, luciferase, single point. SK-MEL-5 TRPM1-promoter luciferase, 24 h; % of positive control, neutral wells = 0. activation, % at 12.5 µM. actives 0.75% (n = 300,000). AID 588334, 2011;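 active = mean activation of at least 80% with every replicate also reaching 80%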;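 note: 0% = neutral control wells and 100% = parthenolide positive control wells; values of inactives mirror those of a sister screen read the other way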
SR-BI DiI-HDL act: activators of SR-BI mediated DiI-HDL uptake, primary screen, ldlA[mSR-BI] CHO cells, DiI fluorescence; 3 h; 100 = double the neutral-control signal; activation, % at 12.5 µM; actives 0.096% (n = 320,000);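 active = mean replicate activation of at least 60% and every replicate at or above 60%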;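 note: 0% = median plate neutral-control signal and 100% = twice that signal; values of inactives mirror those of a sister screen read the other way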
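System: CHO ldlA[mSR-BI] cells / Medium: HEPES-buffered (25 mM, pH 7.4) F12 plus 0.5% BSA / Probe or stimulus: labelled HDL, 10 µg/mL / Doses: single compound concentration, delivered by pin transfer / Schedule: 3 h, 37 °C / Measured by: DiI fluorescence, bottom read / Measure: cell-associated DiI fluorescence as measure of HDL uptake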
PfHsp90 set2: growth inhibition of PfHsp90-expressing yeast, primary screen, antimalarial PfHsp90 inhibitor project, S. cerevisiae, BacTiter-Glo luminescence, single point, set 2. BacTiter-Glo ATP, 48 h; yeast lacking PDR1 and PDR3 efflux regulators. inhibition, % at 9.4 µM. actives 0.32% (n = 310,000). AID 504621, 2011;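 active = every replicate shows inhibition above about 80%, whatever the replicate mean, limit read from the data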;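 note: 0% = DMSO neutral controls and 100% = 20 µM radicicol positive controls; yeast relying on Plasmodium falciparum Hsp90 in place of its own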
Numbers without * were called inactive; nt = not tested or not shown.

[1] CCOC(=O)c1cc(NC(=O)Nc2cc(C)ccn2)c(C)nc1C
[2] COC(=O)c1ccc(Cl)c(NC(=O)CN(c2ccc(OC)c(OC)c2)S(C)(=O)=O)c1
[3] Cc1cccc(C)c1OCC(=O)Nc1ncn[nH]1
[4] O=C(O)COc1ccc(C=C2SC(=S)N(c3ccccc3)C2=O)cc1
[5] CC1C(=O)Nc2ccc(S(=O)(=O)N3CCN(c4cccc(C(F)(F)F)c4)CC3)cc2NC1=O (configuration not stated)
[6] Cc1ccc(NC(=O)CSc2nc(-c3ccco3)cc(C(F)(F)F)n2)cc1C
[7] O=C(NNC(=O)C1CCN(C(=O)Nc2ccccc2)CC1)c1ccc(F)cc1
[8] c1ccc(Cc2ccc(OCCn3cncn3)cc2)cc1
[9] Cc1ccc(S(=O)(=O)Cc2ccc(C(=O)N3CCC(C(N)=O)CC3)o2)cc1
[10] COc1ccc(C2C3C(C)=NN=C3CC(C)(O)C2C(C)=O)cc1 (configuration not stated)
Compound,1,2,3,4,5,6,7,8,9,10
NSD2 inh,0,-1,0,36,-1,1,0,-3,-4,-2
PvdQ acylase,4,-7,-16,-3,8,7,-3,-11,14,-15
CAL PDZ FP-1,-1.2,-3.1,-0.1,-0.4,-1.8,-0.6,0.1,0.4,-0.5,-1.8
SR-BI DiI inh,-6,-24,-20,13,-2,10,1,14,-8,61
CAL PDZ FP-2,-2,-1,3,-3,1,-4,-6,0,1,-3
Rtt109 Vps75,-1,2,-4,3,2,9,-2,-5,1,0
dFosB act,3,0,-8,-7,-7,-3,-6,-6,-3,1
MITF TRPM1 HTS,28,-3,nt,-9,-13,-6,-3,11,10,1
SR-BI DiI-HDL act,6,24,20,-13,2,-10,-1,-14,8,43
PfHsp90 set2,nt,4,nt,-25,-12,4,1,-8,12,29

[11] COc1ccc(Br)cc1C1Nc2cccc3cccc(c23)N1
[12] O=C(CN1C(=O)C2C3C=CC(C3)C2C1=O)Nc1nc2ccccc2[nH]1 (configuration not stated)
[13] Cc1nc(NC(=O)COC(=O)C(NC(=O)c2ccco2)C(C)C)c(Cl)cc1Cl (configuration not stated)
[14] COc1ccc(NC(=O)CN(C)C(=O)c2ccc(OCc3ccccc3)c(OC)c2)cc1
[15] O=C(OCN1C(=O)c2ccccc2C1=O)c1ccc(Cl)nc1
[16] CC1(c2ccncc2)Nc2ccccc2-c2nc3ccccc3n21 (configuration not stated)
[17] COc1ccc(CCNC(=S)N2CCC(Cc3ccccc3)CC2)cc1OC
[18] CCC(C)N1CC(C(=O)O)CC1=O (configuration not stated)
[19] COc1cc([N+](=O)[O-])cc(CN2CCCCC2)c1O
[20] COc1ccc(-c2cc(C(F)(F)F)nc(SCC(N)=O)n2)cc1
Compound,11,12,13,14,15,16,17,18,19,20
NSD2 inh,1,-1,1,nt,-1,-4,-1,0,1,-2
PvdQ acylase,-14,-4,-10,-16,2,-11,-4,0,8,-5
CAL PDZ FP-1,-0.2,-0.1,-0.6,-0.9,-2.2,-0.3,-0.5,-3.4,-2.7,-3.7
SR-BI DiI inh,17,-20,11,15,17,7,26,nt,-50,33
CAL PDZ FP-2,-1,-1,4,0,5,0,-2,-7,-2,-3
Rtt109 Vps75,4,-5,-3,-3,16,-60,3,-12,24,-10
dFosB act,-8,-5,-5,-13,0,-7,-7,0,3,0
MITF TRPM1 HTS,nt,17,1,-1,-2,nt,-13,2,-11,-5
SR-BI DiI-HDL act,-17,20,-11,-15,-17,-7,-26,nt,50,-33
PfHsp90 set2,-6,8,-92,-1,-24,17,-14,-26,nt,0

Reformatted: results already given.
entry	Molecule	NSD2 inh	PvdQ acylase	CAL PDZ FP-1	SR-BI DiI inh	CAL PDZ FP-2	Rtt109 Vps75	dFosB act	MITF TRPM1 HTS	SR-BI DiI-HDL act	PfHsp90 set2
11	COc1ccc(Br)cc1C1Nc2cccc3cccc(c23)N1	1	-14	-0.2	17	-1	4	-8	nt	-17	-6
12	O=C(CN1C(=O)C2C3C=CC(C3)C2C1=O)Nc1nc2ccccc2[nH]1 (configuration not stated)	-1	-4	-0.1	-20	-1	-5	-5	17	20	8
13	Cc1nc(NC(=O)COC(=O)C(NC(=O)c2ccco2)C(C)C)c(Cl)cc1Cl (configuration not stated)	1	-10	-0.6	11	4	-3	-5	1	-11	-92
14	COc1ccc(NC(=O)CN(C)C(=O)c2ccc(OCc3ccccc3)c(OC)c2)cc1	nt	-16	-0.9	15	0	-3	-13	-1	-15	-1
15	O=C(OCN1C(=O)c2ccccc2C1=O)c1ccc(Cl)nc1	-1	2	-2.2	17	5	16	0	-2	-17	-24
16	CC1(c2ccncc2)Nc2ccccc2-c2nc3ccccc3n21 (configuration not stated)	-4	-11	-0.3	7	0	-60	-7	nt	-7	17

(listing goes on)
[21] O=C(O)c1ccccc1C(=O)Nc1ccc(Nc2ccc([N+](=O)[O-])cc2[N+](=O)[O-])cc1
[22] N#CCCN(C(=O)COC(=O)Cc1ccc(Br)cc1)c1ccccc1
[23] Cc1cc(NC(=O)Nc2cc(Cl)sc2Cl)no1
[24] CN(C)C(=O)c1ccc2c(c1[N+](=O)[O-])C(=O)c1ccccc1C2=O
[25] Fc1ccc(NC(=S)N2CCc3ccccc32)cc1
[26] CCOc1ccc(S(=O)(=O)Nc2ncn[nH]2)cc1
[27] O=[N+]([O-])c1cc(-c2csc(NCCc3nc4cc(Cl)c(N5CCCCC5)cc4n3CCCO)n2)ccc1Cl
[28] O=c1c2ccccc2ncn1C1CCCCC1
[29] Cc1ccc(-n2ncc(C(=O)N3CCN(C(=O)c4ccco4)CC3)c2-n2cccc2)cc1
[30] CC(C)(C)C(=O)Nc1nnc(CC(=O)NCc2ccccc2)s1
Compound,21,22,23,24,25,26,27,28,29,30
NSD2 inh,17,-2,-2,4,-1,-2,nt,2,3,4
PvdQ acylase,18,-22,-2,2,-11,-3,-1,5,-1,-9
CAL PDZ FP-1,-0.7,-2.3,nt,-2.5,0.0,-3.7,-1.2,-0.3,-1.4,-0.1
SR-BI DiI inh,-18,-6,11,3,4,-28,45,-22,-3,-1
CAL PDZ FP-2,-4,-4,-1,-4,-3,1,1,nt,2,-7
Rtt109 Vps75,nt,-15,-5,5,2,0,-3,1,6,3
dFosB act,1,-1,3,0,2,-3,-4,-2,-7,-2
MITF TRPM1 HTS,17,2,-1,13,5,1,9,8,-10,-8
SR-BI DiI-HDL act,18,6,-11,-3,-4,28,-45,22,3,1
PfHsp90 set2,13,4,-6,-31,-4,17,-19,15,-4,30

[31] O=C(c1ccco1)N(Cc1cccs1)C1CCS(=O)(=O)C1 (configuration not stated)
[32] CC(=O)c1sc(NC(=O)C2(F)C(F)(F)C(F)(F)C(F)(F)C(F)(F)C2(F)F)nc1C
[33] Cc1cc(NC(=O)c2ccc(Cn3nc(C)c(Br)c3C)o2)no1
[34] O=C1CCC(=O)N1OCCCOc1ccc2c(c1)CCC2
[35] COc1cccc(NC(=O)C(C)C)c1
[36] CCOC(=O)c1c(C)[nH]c(C(=O)CSc2nnc(-c3cccs3)n2Cc2ccccc2)c1C
[37] O=C1NCCN1CCNS(=O)(=O)c1ccccc1[N+](=O)[O-]
[38] CC1(c2cc(F)ccc2F)NC(=O)N(CC(=O)Nc2cccc(S(=O)(=O)N3CCCC3)c2)C1=O (configuration not stated)
[39] C=CCC[C@H](Cc1ccc(F)cc1)C(=O)OC[C@H](Cc1c[nH]c2ccccc12)NC(=O)[C@H](CC=C)CC(=O)N[C@H](CO)Cc1ccccc1
[40] COc1cccc(C2=CC(c3cccs3)n3nnnc3N2)c1 (configuration not stated)
Compound,31,32,33,34,35,36,37,38,39,40
NSD2 inh,-1,2,-2,0,nt,0,-2,1,nt,nt
PvdQ acylase,0,-4,-6,-19,-9,-7,-5,-8,-9,-24
CAL PDZ FP-1,-1.5,-1.6,-0.9,-0.9,-0.5,-0.3,-1.2,-1.8,-2.2,-0.3
SR-BI DiI inh,-14,12,5,-2,-5,47,4,15,11,19
CAL PDZ FP-2,-2,0,2,-9,0,nt,0,-8,3,-2
Rtt109 Vps75,8,34,-13,-1,-4,16,-16,3,-6,-7
dFosB act,-4,-17,-1,0,-2,12,-5,-6,2,-14
MITF TRPM1 HTS,-4,-45,9,1,10,nt,-5,-5,-17,-2
SR-BI DiI-HDL act,14,-12,-5,2,5,-47,-4,-15,-11,-19
PfHsp90 set2,6,14,11,5,-5,nt,25,-27,4,-4

[41] COC(=O)C12CCC(C)(c3nc4ccccc4nc31)C2(C)C (configuration not stated)
[42] CCCNC(=S)N1CCC(n2cnc3ccccc32)CC1
[43] O=C(c1ccccc1)N1CCCCC(S(=O)(=O)c2ccc3ccccc3c2)C1=O (configuration not stated)
[44] Cc1ccc(NS(=O)(=O)c2ccc(Cl)s2)cc1S(=O)(=O)N(C)C
[45] CS(=O)(=O)Oc1ccc(/C=N/NC(=O)c2ccncc2)cc1
[46] Cn1c2ccccc2c2n[nH]c(=O)nc21
[47] O=C(COc1cccc2c1CCNC2=O)Nc1ccc(Cl)cc1
[48] COc1ccc(-c2cc(C)no2)cc1S(=O)(=O)NCCc1ccco1
[49] CCCCN(C)CCNC(=O)C(=O)c1c(C)[nH]c2ccccc12
[50] COc1ccc(NC(=S)NN2CCN(C)CC2)cc1OC
Compound,41,42,43,44,45,46,47,48,49,50
NSD2 inh,2,30,-2,-1,-2,0,1,3,6,13
PvdQ acylase,-11,-6,-13,5,-4,-4,-13,-2,-16,-9
CAL PDZ FP-1,0.0,-0.6,-2.0,-3.1,0.3,0.4,-2.0,-3.3,-1.4,0.3
SR-BI DiI inh,3,-7,-6,8,5,-11,-8,5,16,0
CAL PDZ FP-2,4,-2,-3,-1,4,-4,-1,-3,29,-3
Rtt109 Vps75,-3,-4,2,-1,-16,-1,-14,10,-1,8
dFosB act,-11,-1,-12,-3,-3,-6,-4,-3,-5,-7
MITF TRPM1 HTS,-6,-7,-4,-7,7,-6,3,-1,6,11
SR-BI DiI-HDL act,-3,7,6,-8,-5,11,8,-5,-16,0
PfHsp90 set2,34,-29,24,-2,-10,13,-3,14,nt,20
